Assay outcomes (PubChem BioAssay)
V1aR counter = V1a receptor agonism, counter-screen for OXTR agonists; P37288; CHO-V1R cells, Fluo-8 calcium fluorescence, agonist mode; 0% DMSO, 100% 3 nM vasopressin; activation, % at 3 µM; 320,000 tested, 0.25% active;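 active = activation above the mean activation of all tested compounds plus 3 SD, per screening run, cut at about 20% in these data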;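 also: signal is peak over basal fluorescence ratio across a 100 second FLIPR read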
OXTR ag = activates the human oxytocin receptor. CHO-OTR cells, Fluo-8 calcium fluorescence; normalized: DMSO 0%, oxytocin 100%. 320,000 tested, 0.32% active. P30559. activation, % at 3 µM. AID 2435;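 active = activation above the mean of all tested compounds plus 3 SD, cutoff set per screening run, cut at about 20% in these data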;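 also: peak over basal fluorescence ratio from a 100 s FLIPR kinetic read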
Target sequence (P30559 whole entry, looked up): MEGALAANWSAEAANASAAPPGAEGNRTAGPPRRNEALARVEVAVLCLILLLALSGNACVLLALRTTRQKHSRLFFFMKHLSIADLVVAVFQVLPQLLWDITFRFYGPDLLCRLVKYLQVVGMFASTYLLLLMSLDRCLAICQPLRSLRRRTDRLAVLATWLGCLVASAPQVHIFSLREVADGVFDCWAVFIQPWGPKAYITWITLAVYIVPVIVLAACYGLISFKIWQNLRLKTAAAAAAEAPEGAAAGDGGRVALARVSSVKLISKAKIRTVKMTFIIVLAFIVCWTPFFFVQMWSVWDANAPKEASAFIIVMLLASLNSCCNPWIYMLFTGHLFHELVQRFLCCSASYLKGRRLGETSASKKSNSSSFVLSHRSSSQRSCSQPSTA
CHO-K1 Ca ag = M1 agonist counterscreen hit in parental CHO-K1 cells; Fluo-8 calcium fluorescence; scaled to maximal ATP response, vehicle zero; activation, % at 3 µM; 360,000 tested, 0.48% active; in the data active = activation above about 15%;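 also: untransfected CHO-K1 host cells lacking M1 receptor as counterscreen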
TAAR1 antag = human TAAR1 antagonism. inhibition, % at 3 µM. Q96RJ0. 360,000 tested, 1.5% active. AID 624466. CHO RD-HGA16 TAAR1, Fluo-8 calcium fluorescence, antagonist;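 active = inhibition above a per-plate cutoff, the mean inhibition of test compounds on that plate plus 3 SD, cut at about 49% in these data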;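 also: 0% = DMSO plus EC80 beta-PEA response and 100% = DMSO alone without agonist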
Target sequence (Q96RJ0 whole entry, looked up): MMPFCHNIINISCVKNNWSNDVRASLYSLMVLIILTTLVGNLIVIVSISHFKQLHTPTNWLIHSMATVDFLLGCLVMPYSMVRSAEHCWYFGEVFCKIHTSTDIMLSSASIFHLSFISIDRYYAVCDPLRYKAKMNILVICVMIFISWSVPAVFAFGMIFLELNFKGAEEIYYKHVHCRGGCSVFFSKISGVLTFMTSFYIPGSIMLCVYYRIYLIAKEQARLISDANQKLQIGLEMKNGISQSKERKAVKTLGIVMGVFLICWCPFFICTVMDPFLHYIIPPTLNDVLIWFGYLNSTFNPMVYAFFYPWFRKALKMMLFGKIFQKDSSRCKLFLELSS
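Assay system: RD-HGA16 CHO cells with stable hTAAR1 and Gα16 / Reagent: EC80 β-phenethylamine stimulus / Doses: 3 µM, single point / Timing: dye loading 75 min at 37 °C, then 30 min room temperature / Measured by: Fluo-8 intracellular calcium dye fluorescence, real-time kinetic reads / Controls: vehicle wells and EC80 agonist wells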
CHO-K1 Ca antag = M1 antagonist counterscreen hit in parental CHO-K1 cells. ATP-induced calcium, Fluo-8 fluorescence. 360,000 tested, 0.6% active. inhibition, % at 3 µM;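 active = inhibition above a per-plate cutoff, the plate's mean sample inhibition plus 3 SD, cut at about 24% in these data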;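 also: 0% = DMSO plus EC80 ATP and 100% = DMSO alone without ATP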
CHO parental Ca = counter-screen: ATP calcium response change in parental CHO cells; parental CHO-K1, ATP-induced calcium, Fluo-8 fluorescence; inhibition, % at 5.6 µM; 330,000 tested, 0.63% active; AID 463079;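 active = inhibition above that plate's mean sample inhibition plus 3 SD, cut at about 26% in these data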;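 also: 0% = ATP-challenged DMSO wells and 100% = DMSO wells without ATP; some compounds past the cut are filed as inactive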
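Test system: untransfected parental CHO cell line; also added: ATP stimulus; dosing: 5.6 µM, single dose; signal: calcium-sensitive Fluo-8 fluorescence; measure: percent inhibition of ATP-evoked calcium rise, normalized to controls; benchmarks: low control ATP plus DMSO, high control DMSO only; replication: one well per compound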
OXTR potentiator = human OXTR potentiation; P30559; CHO-OTR cells, Fluo-8 calcium fluorescence, potentiator mode; 0% = oxytocin EC15, 100% = EC100; activation, % at 3 µM; 320,000 tested, 0.061% active;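 active = activation above that plate's cutoff, the mean activation of tested compounds plus 3 SD, cut at about 6.6% in these data, passing the limit was not always enough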;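 also: 100% uses oxytocin at 75 nM as the full agonist control; some results filed as inactive read as strong as hits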
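Measured by – Fluo-8 calcium dye fluorescence · Test system – human OTR in CHO cells · Dosing – one concentration, 3.0 µM compound · Controls – EC15 oxytocin alone as 0%, 75 nM oxytocin as 100% · Evaluation – normalized max/min fluorescence ratio, % activation · Timing – 6 min pre-incubation, 100 s read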
GPR7 antagonist = antagonists of human GPR7 (neuropeptides B/W receptor 1); P48145; GPR7-expressing cells, fluorescence antagonist assay; inhibition, % at 4.4 µM; 290,000 tested, 1.1% active; in the data active = inhibition above about 16%, passing the limit was not always enough;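 also: cells stimulated with the agonist NPW; 0% = agonist with vehicle and 100% = vehicle without agonist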
Target sequence (P48145 whole entry, looked up): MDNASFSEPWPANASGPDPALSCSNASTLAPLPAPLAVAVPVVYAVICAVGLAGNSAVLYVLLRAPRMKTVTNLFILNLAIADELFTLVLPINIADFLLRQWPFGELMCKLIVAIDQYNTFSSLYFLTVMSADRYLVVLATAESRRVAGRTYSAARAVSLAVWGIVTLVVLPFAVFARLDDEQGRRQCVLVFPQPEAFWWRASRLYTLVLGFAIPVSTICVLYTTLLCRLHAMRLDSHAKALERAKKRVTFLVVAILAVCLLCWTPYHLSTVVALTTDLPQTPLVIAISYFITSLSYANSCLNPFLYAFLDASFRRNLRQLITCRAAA
CHO-K1 Ca PAM = counter-screen for M1 PAMs: effect in parental CHO-K1 cells | ATP EC20, Fluo-8 calcium fluorescence; 0% at ATP EC20, 100% at ATP max | activation, % at 3 µM | 360,000 tested, 0.02% active | AID 602247;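 active = activation above the run cutoff, the mean activation of all test compounds plus 3 SD, cut at about 40% in these data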;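 also: peak over basal fluorescence ratio in a 140 s read after ATP addition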
Active calls of the source: *; . = not tested or not shown.

SMILES | V1aR counter | OXTR ag | CHO-K1 Ca ag | TAAR1 antag | CHO-K1 Ca antag | CHO parental Ca | OXTR potentiator | GPR7 antagonist | CHO-K1 Ca PAM
NC(=O)C1(c2ccccc2)OC1c1ccccc1 (stereo not drawn) | -1.0 | -2.5 | -0.3 | 3 | 2 | -5 | -8 | . | -4
O=C(Sc1ccc(Cl)cc1)c1cccc(Cn2cc(C(F)(F)F)ccc2=O)c1 | -0.2 | 1.6 | 1.1 | -38 | -8 | 0 | -8 | -6 | 17
CC(C)(C)NC(=O)CN(C(=O)c1csnn1)c1cccc2c1CCCC2 | 0.9 | -0.3 | 0.4 | -4 | -6 | 23 | -5 | -3 | 3
Cc1c(N=c2scc(-c3ccccc3)n2C)c(=O)n(-c2ccccc2)n1C | 0.0 | -0.6 | 2.3 | -21 | -12 | -1 | -2 | 4 | 14
CC1CCCCC1NC(=O)c1ccncc1 (stereo not drawn) | 0.2 | -0.1 | 0.8 | -1 | -16 | -2 | 1 | -6 | 4
NS(=O)(=O)c1ccc(CCNS(=O)(=O)c2ccc(Cl)cc2)cc1 | -0.4 | 0.2 | 0.4 | 7 | -19 | 16 | -13 | 11 | -5
COc1c(O)ccc2c1CN1CCc3cc4c(cc3C1C2)OCO4 (stereo not drawn) | 0.3 | 1.5 | 0.5 | . | 1 | -17 | -4 | -16 | 12
COc1ccccc1-c1oc2ccccc2c1-c1ccc2cc[nH]c2c1 | 1.1 | 1.0 | 0.7 | 7 | -23 | -10 | 0 | . | 24
CC(OC(=O)c1nsc(Cl)c1Cl)C(=O)NC(C)(C)C (stereo not drawn) | 1.3 | -0.1 | 0.3 | 1 | -9 | -1 | -3 | -8 | 19
NC(=O)c1cc([N+](=O)[O-])ccc1NCc1ccc(C(=O)O)cc1 | 0.1 | 0.0 | 0.4 | 19 | -9 | -7 | -9 | . | 13
Cc1cccc(OCC(=O)Nc2cc(S(=O)(=O)N3CCOCC3)ccc2N2CCCC2)c1C | -1.4 | -2.0 | -0.6 | 4 | 0 | -31 | -7 | . | -11
C/C(N)=C(/C#N)C(=O)COC(=O)c1ccc(OCC2CCCO2)cc1 (stereo not drawn) | 4.0 | 2.5 | 4.6 | 1 | -15 | -4 | -5 | 4 | -13
COc1ccc(C)cc1S(=O)(=O)N1CCCC(C(=O)N2CCOCC2)C1 (stereo not drawn) | -0.3 | -0.4 | 0.9 | -5 | -15 | -15 | 12 | -20 | 13
CCn1c(-c2cc(-c3cc(OC)ccc3OC)nc3ccccc23)n[nH]c1=S | -0.3 | 0.4 | 1.6 | 10 | -38 | -8 | 1 | -8 | 6
COc1ccc(S(=O)(=O)NNC(=O)c2sccc2-n2cccc2)cc1 | 0.6 | -0.6 | 1.3 | 17 | -11 | -11 | -14 | -11 | 27
CCCCn1c(N)c(N(CCOC)C(=O)C2CC(=O)N(Cc3ccc(C)cc3)C2)c(=O)[nH]c1=O (stereo not drawn) | 0.3 | 0.3 | 0.9 | -33 | -12 | -4 | -4 | . | 8
O=C(COc1ccccc1[N+](=O)[O-])NC1CC1 | 0.8 | 1.7 | 1.2 | 11 | -13 | 12 | -1 | -9 | 0
CC(C)Cn1c(SC(C)C(=O)NC2CC2)nnc1-c1ccccc1F (stereo not drawn) | -0.6 | -0.8 | -0.8 | -4 | -10 | -24 | -4 | . | 8
CCN1C(=O)[C@@H]2[C@@H](c3ccc(SC4CCCCC4)c(OC)c3)N3CCC[C@@]3(C(=O)OC)[C@@H]2C1=O | -0.9 | -0.9 | 0.2 | 13 | -7 | -14 | -5 | . | 4
Cc1cc(C(=O)OCC(=O)Nc2ccccc2C)c(C)o1 | -0.2 | 0.3 | -0.1 | -24 | 1 | -21 | 1 | . | -20
O=c1c2[nH]c3cccc(Cl)c3c2ncn1Cc1ccncc1 | 0.6 | 0.8 | 1.9 | 3 | -10 | -9 | -3 | -2 | 18
CC(=O)NCc1ccc(S(=O)(=O)N/N=C/c2ccc(Br)cc2)cc1 | 0.7 | -0.7 | 3.4 | -8 | -15 | -6 | -8 | -3 | 8
O=C(CCCNS(=O)(=O)c1cccc2nsnc12)NCc1ccc(Cl)cc1 | 3.4 | 1.9 | 1.5 | -3 | 4 | -35 | -9 | -9 | 5
COc1cc(C(=O)N2CCN(C3CCCCC3)CC2)cc(OC)c1OC | 0.8 | -0.5 | 0.4 | 1 | -11 | -10 | -8 | 5 | 19
COc1ccc(NC(=O)CN(C2CCCCC2)S(C)(=O)=O)cc1Cl | 5.3 | 3.9 | 3.4 | 14 | -8 | -8 | 1 | -7 | 15
O=C(O)CCCC(=O)N1CCN(c2nc(-c3ccccc3)c3ccccc3n2)CC1 | 1.9 | -0.5 | -0.2 | 0 | -9 | -14 | -4 | 1 | 10
COc1ccc(-c2ccc(SCC(=O)N3CC(=O)Nc4ccccc43)nn2)cc1 | 1.8 | 3.3 | 1.6 | 11 | -15 | -5 | -2 | -9 | 16
CCCCNc1nc(N)nc(-c2cc(Cl)ccc2O)n1 | 0.4 | -1.5 | 0.3 | -27 | -11 | -30 | -3 | -18 | 30
O=C1Nc2cc(C(=O)N3CCOCC3)ccc2SC1N1CCOCC1 (stereo not drawn) | 0.5 | 2.2 | 0.2 | -12 | -3 | 21 | -6 | 6 | 22
COc1ccc(-c2sc3cc4c(cc3c2C#CCO)OCO4)cc1 | 0.2 | 1.4 | 0.6 | 4 | -21 | -13 | -1 | . | 21

Taken from above.
OXTR potentiator with COc1cc(C(=O)N2CCN(C3CCCCC3)CC2)cc(OC)c1OC = -8
CHO-K1 Ca PAM with O=C(CCCNS(=O)(=O)c1cccc2nsnc12)NCc1ccc(Cl)cc1 = 5

New compounds follow
SMILES | V1aR counter | OXTR ag | CHO-K1 Ca ag | TAAR1 antag | CHO-K1 Ca antag | CHO parental Ca | OXTR potentiator | GPR7 antagonist | CHO-K1 Ca PAM
Cc1cc(C)n(C(C)CC(=O)Nc2ccc3c(c2)OCO3)n1 (stereo not drawn) | 0.1 | 1.0 | 0.1 | -2 | -7 | 0 | 3 | -13 | -10
C=CCCN(Cc1ccccc1)S(=O)(=O)c1cc(Br)ccc1Br | 2.7 | 2.2 | 0.2 | 33 | -36 | -8 | -6 | . | 11
CCCn1cnc2cc(NCc3ccccn3)ccc21 | 0.7 | 1.1 | -0.1 | -28 | 13 | -7 | 0 | . | 1
O=C(CC[C@H]1O[C@@H](n2cnc3c(NC(=O)c4ccccc4)ncnc32)[C@H](O)[C@@H]1O)NCCCN1CCOCC1 | . | . | 0.1 | 12 | -9 | . | . | . | -5
O=C1c2ccccc2C(Nc2ccc3c(c2)OCCO3)N1Cc1ccccc1 (stereo not drawn) | -1.1 | -2.5 | 1.2 | . | 4 | -6 | 2 | . | -5
CC(=O)c1cccc(OCC(=O)OCC(=O)Nc2cc(S(=O)(=O)N3CCCCC3)ccc2C)c1 | 7.1 | 7.5 | 4.3 | 21 | -8 | -11 | -8 | . | 6
CCCCOc1ccc(N(CC(=O)NCCOC)C(=O)CCC(=O)Nc2ccccn2)cc1 | 0.9 | 1.9 | 1.1 | -18 | -18 | -13 | 0 | -6 | 21
CN1CCC(N2CCN(C3CN(C4CCCCC4)S(=O)(=O)C3)CC2)CC1 (stereo not drawn) | . | . | 0.1 | -14 | 17 | . | . | . | 4
CC(C)CN(CC(C)C)C(=O)COc1ccccc1C(N)=O | 0.3 | 1.2 | 0.7 | 1 | -4 | -3 | -6 | -12 | 16
O=S(=O)(Nc1nc2cc3c(cc2nc1Cl)OCCO3)c1ccccc1 | 0.1 | -0.3 | 0.9 | -4 | -18 | -9 | -3 | -22 | 26
COC(=O)c1ccccc1NC(=O)Nc1ccc(Br)cn1 | 0.2 | 0.7 | -0.1 | -3 | -14 | -3 | -7 | 4 | 12
O=C(NC1CCCCCC1)C1CCCN(S(=O)(=O)c2cccs2)C1 (stereo not drawn) | 1.8 | 2.4 | 0.8 | 0 | -10 | -20 | -6 | 1 | 14
CCOc1ccc(CN2CCNC(=O)C2CC(=O)NCC2CCOCC2)cc1 (stereo not drawn) | -0.7 | -0.6 | 0.6 | -8 | 4 | -9 | -4 | -15 | -6
COc1ccccc1C(=O)Nc1ccc2c(c1)n(C)c(=O)n2C | 0.0 | -0.4 | 0.5 | -18 | -7 | 5 | -1 | 8 | -1
COc1ccc(OC)c(S(=O)(=O)Nc2c(NC3CCCCC3)c3ccccc3oc2=O)c1 | 1.4 | -0.3 | 2.3 | . | -14 | -35 | -6 | -14 | 6
O=C(C1CC1)N1CCc2cc(Br)cc(S(=O)(=O)N3CCCCCC3)c21 | -1.1 | -1.8 | 1.5 | 8 | 8 | -18 | -9 | 1 | 2
COc1ccc(/C=C/C(=O)Nc2ccc3c(c2)OCCO3)cc1OC | -1.6 | -1.1 | 0.9 | -2 | 1 | -23 | -12 | 2 | -5
COc1ccc(NC(=O)CN(C)CC(=O)Nc2ccc(Cl)cc2F)cc1 | 1.9 | 1.3 | 1.4 | -4 | -10 | -9 | -4 | 8 | -12
COc1cccc(C2c3c(oc4ccccc4c3=O)C(=O)N2CCCN(C)C)c1OC (stereo not drawn) | 0.2 | 1.1 | 0.1 | -7 | -4 | -13 | -10 | 22 | 1
COc1ccccc1NC(=S)NC(NC(=O)c1ccco1)C(Cl)(Cl)Cl (stereo not drawn) | 0.6 | -0.1 | 0.5 | 10 | 17 | -14 | -10 | 6 | -10
CCN1C(=O)N[C@@H](CCc2ccccc2)C(C(C)=O)=C1C | 0.6 | 0.3 | 0.9 | -9 | -15 | -6 | -1 | . | 11
Cc1cc(-n2c(C)cc(C(=O)CSc3nnnn3-c3ccc(Cl)cc3)c2C)no1 | -0.3 | -1.0 | 2.4 | -8 | -17 | -11 | -4 | -15 | 16
O=C(CCc1nnc(-c2ccc3c(c2)OCO3)o1)NCCc1ccccc1F | 0.5 | 0.3 | 1.8 | -2 | -4 | -8 | 5 | 7 | 12
Cc1cc(-c2ccccc2)n2ncc(C#N)c2n1 | -0.8 | -0.9 | -0.3 | -9 | 1 | -4 | 2 | -9 | -2
CC1CCC(NC(=O)CCCCn2c(=O)[nH]c3ccsc3c2=O)CC1 (stereo not drawn) | 0.8 | 0.7 | 0.3 | 9 | -8 | -10 | -4 | 1 | 5
COc1ccc(/C=C2\Sc3ccc(C(=O)NCCN4CCCCCC4)cc3N(C)C2=O)cc1 | 1.8 | 1.0 | 0.9 | -1 | -3 | -19 | -4 | 14 | 16
O=C(OCC1OC(n2cnc3c(N(C(=O)c4ccccc4)C(=O)c4ccccc4)ncnc32)C(O)C1F)c1ccccc1 (stereo not drawn) | 2.4 | 2.7 | 5.0 | . | -15 | -20 | -8 | -21 | 19
